Source: PubChem BioAssay
ALOX12 inh = ALOX12 (human) lipoxygenase inhibition. P18054. purified 12hLO, xylenol orange hydroperoxide absorbance. Potency, µM (series often up to 108 µM), for the others: at the highest dose activity change, negative = inhibition, most hits filed as inhibitors. 1.1% of 580,000 active; active = well fitted inhibition curve with a large enough effect; inconclusive = small, poorly fitted or top-dose-only effect, or another doubt; inactive = no such curve, though single readings can be large or run the other way; note: potency is the fitted concentration of half-maximal effect
Target sequence (P18054 whole entry, looked up): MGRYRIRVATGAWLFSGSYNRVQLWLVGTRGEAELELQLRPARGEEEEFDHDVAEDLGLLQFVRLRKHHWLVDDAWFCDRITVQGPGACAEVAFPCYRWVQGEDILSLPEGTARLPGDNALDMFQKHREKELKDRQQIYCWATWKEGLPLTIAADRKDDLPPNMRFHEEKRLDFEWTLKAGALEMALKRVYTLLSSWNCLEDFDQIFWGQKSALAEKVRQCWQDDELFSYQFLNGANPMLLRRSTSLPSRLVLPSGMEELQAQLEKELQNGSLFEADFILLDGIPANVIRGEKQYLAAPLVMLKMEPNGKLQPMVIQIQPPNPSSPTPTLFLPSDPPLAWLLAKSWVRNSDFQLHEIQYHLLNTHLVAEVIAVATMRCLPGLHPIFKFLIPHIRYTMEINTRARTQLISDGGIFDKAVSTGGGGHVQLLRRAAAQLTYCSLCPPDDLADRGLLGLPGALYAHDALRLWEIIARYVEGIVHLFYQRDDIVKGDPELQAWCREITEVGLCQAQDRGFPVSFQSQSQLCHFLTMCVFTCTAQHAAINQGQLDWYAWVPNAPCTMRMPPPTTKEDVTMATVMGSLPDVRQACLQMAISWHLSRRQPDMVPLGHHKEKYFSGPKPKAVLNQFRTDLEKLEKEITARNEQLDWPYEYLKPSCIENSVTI
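Hydroperoxide product was detected by ferrous iron/xylenol orange as the 573 to 405 nm absorbance ratio. Arachidonic acid at 40 uM (final) was turned over for 30 min at room temperature by 150 nM human 12hLO, pH 7.0 Hepes buffer, after 15 min compound preincubation.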
LDHA inh = blocks human lactate dehydrogenase A. purified LDHA, NADH/diaphorase-resazurin fluorescence; active compounds read low. activity change, % (values are at about 110 or 230 µM). P00338. 0.15% of 480,000 active; in the data active = activity change below about -30%; inconclusive = mostly about -25% to -30%;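 note: plate controls were DMSO wells for no effect and wells without enzyme for full effect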
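LDH5 2 nM; NADH 0.06 mM, pyruvate 0.2 mM; 200 mM Tris pH 7.4, EDTA, Tween-20; 5 min RT. Detection: diaphorase 0.133 mg/mL + resazurin 37 µM, fluorescence ex540/em590 at 0 and 20 min; normalized to enzyme-free and DMSO wells.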
* hit, by the source's call; ? = inconclusive; [ ] = remark or other dose. Unless noted, % is set by controls: 0 for no effect and ±100 for the full control effect. These rows are one share of the data; rates above refer to the full screens.

Below each compound – ALOX12 inh | LDHA inh
Cc1cc(C(=O)COC(=O)c2ccccn2)c(C)n1Cc1ccccc1
  ? | 12
COc1ccc(CN2CCC(C(O)(c3ccccc3)c3ccccc3)CC2)c(OC)c1
  ? | -3
CCCCNC(=O)c1cc(-c2ccccc2)nc2ccccc12
  -5% | 3
COC(=O)/C(C#N)=C/c1ccc(-c2c(Cl)cc(Cl)cc2Cl)o1
  10% | 1
CN(Cc1ccccc1)C(=O)CNC(=O)Nc1ccccc1
  -21% | -2
CC1(C)OC(=O)C2=C(C[C@@H](CCc3ccccc3)O[C@@H]2c2ccc(F)cc2)O1
  0% | 3
CCONC(=O)C(C)NC(=O)c1cccs1 (stereo unspecified)
  9% | -5
COc1ccccc1-c1cc(NC(C)=O)c2ncc(-c3ccccc3)n2c1
  ? | 5
CSCC(=O)NCc1ccc(CN2CCCC2)cc1
  -26% | 4
Cc1cc(C)n2nc(N(Cc3ccccc3)S(=O)(=O)c3ccccc3)nc2n1
  13% | -12
COc1ccc2oc(=O)c(C(=O)NCCc3c(C)[nH]c4ccccc34)cc2c1
  -6% | 14
CC(C)C[C@H]1CNC(=O)C(=O)N1C[C@@H]1CCCN1C[C@H](Cc1ccc(O)cc1)N1C[C@H](Cc2ccccc2)N(CC2CCCCC2)C(=O)C1=O
  ? | -5
CC1=C(C(=O)N2CCCCCC2)CC(CC(=O)NCCN2CCOCC2)C(=O)N1Cc1ccc(C(C)(C)C)cc1 (stereo unspecified)
  8% | 4
Cc1ccc2c(C)cc(SCC(=O)NC3CC3)nc2c1
  -29% | -3
CC(C)c1ccc(NS(=O)(=O)c2ccc3c(c2)-c2oncc2CO3)cc1
  ? | 5
COC(=O)c1ccc2nc(-c3ccc(F)cc3)c(Cc3ccccc3C(F)(F)F)n2c1
  0% | 0
Cc1ccc(S(=O)(=O)N(CC(=O)NCC2CCCO2)c2cccc(C)c2)cc1 (stereo unspecified)
  -60% | -3
CCc1ccccc1NC(=O)c1nc2ccccc2nc1N(CC)CC
  -20% | 0
CC(C)C(=O)N1CCCC(CN2CCN(c3ccccn3)CC2)C1 (stereo unspecified)
  17% | -1
CCN1CCC2(CC1)Oc1c(OC)cccc1C1CC(c3ccc4c(c3)OCCO4)=NN12 (stereo unspecified)
  ? | 23
OCCOc1ccc(CNCc2ccco2)cc1
  -2% | 9
Cc1ccc(F)c(S(=O)(=O)NC(=O)C2(C)CCN2C(=O)CCc2ccccc2)c1 (stereo unspecified)
  ? | -6
CCc1nc2c(OCc3ccc(Cl)cc3Cl)cccn2c1N(C)C(=O)c1ccccc1F
  -18% | -5
COc1ccc(CCNC(=O)C2CC(c3cc(OC)c(OC)c(OC)c3)=NO2)cc1OC (stereo unspecified)
  -7% | 3
CC(OC(=O)C12CC3CC(CC(Cl)(C3)C1)C2)C(=O)c1c[nH]c2ccccc12 (stereo unspecified)
  ? | 9
Cc1c(O)ccc2c(CN(C)CCOc3ccccc3)cc(=O)oc12
  ? | 9
COC(=O)NC(NC(=O)OC)C(Cl)Cl
  42%[activator] | 12
Cc1ccc(NC(=O)Cc2nnc(SCC(=O)c3ccc(C#N)cc3)n2C)cc1
  -21% | 0
CCN(CC)CCCNC(=O)C(=O)Nc1cccc2[nH]ccc12
  -4% | 0
NS(=O)(=O)c1ccc(CCNc2ncnc3c2cnn3-c2ccc(F)cc2)cc1
  -5% | -7
CC1=C(C(=O)OCc2ccc(C)cc2)C(c2cc3c(cc2Br)OCO3)CC(=O)N1 (stereo unspecified)
  ? | -3
Cc1ccccc1NC(=O)C1CC(=O)Nc2nc(SCc3ccccc3)nn21 (stereo unspecified)
  ? | -9
N#CCOc1ccc2[nH]cc(C(C(=O)O)N3CCN(Cc4cccnc4)CC3)c2c1 (stereo unspecified)
  2% | -3
CCc1nnc2sc(-c3cccc(NC(=O)Cc4ccccc4)c3)nn12
  10% | -1
O=S(Cc1cccc(C(F)(F)F)c1)Cc1c(Cl)cccc1Cl (stereo unspecified)
  2% | 7
COc1ccc(CC(N)c2csc(NC(=O)Nc3ccccc3-c3ccccc3)n2)cc1 (stereo unspecified)
  ? | -11
CCN(CC)Cc1ccccc1CNC(=O)c1cc2ccccc2oc1=O
  -5% | 0
CN(C(=O)c1ccc(I)cc1)C1CCCCC1
  ? | -2
CCCCNC(=O)C1(C)CCN1C(=O)CSc1ccccc1 (stereo unspecified)
  3% | -2
O=[N+]([O-])c1ccc(C=Nc2ccccc2)cc1
  -6% | 6
Cc1nc2cc(NC(=O)CN(C)C(=O)c3ccco3)ccc2o1
  10% | 13
CCCCn1c(=O)[nH]c(=O)c2c1nc(CNc1ccc(F)cc1C)n2CCC(C)C
  ? | 23
Cc1ccc(C2=NN(C(=O)Cn3nnc(-c4ccc(C(N)=O)cc4)n3)C(c3ccco3)C2)cc1 (stereo unspecified)
  28µM* | 4
CCc1nc2ccc(C(=O)NCCOc3ccc(OC)cc3)cn2c1N(C)Cc1ccc(N(C)C)cc1
  14% | 0
FC(F)(F)c1ccccc1N/N=C/c1ccccc1Br
  ? | 18
COC(=O)C[C@@H]1C=C[C@H](NC(=O)c2ccccc2)[C@@H](CO)O1
  -1% | 0
O=S(=O)(Cc1coc(-c2cccc(Cl)c2)n1)CC1CCCO1 (stereo unspecified)
  24% | -20
Cc1ccc(C)c(N=Cc2ccc(N(C)C)cc2)c1
  5% | 12
CC(C)NC(=O)NC(=O)C(C)Sc1cccc2cccnc12 (stereo unspecified)
  ? | 6
CCN(CC)S(=O)(=O)c1ccc2c(c1)CC(C(=O)NCc1ccccc1Cl)N2C(C)=O (stereo unspecified)
  ? | 3
CCn1cnc2c1c(=O)n(CC(=O)N(C)Cc1ccc(C)o1)c(=O)n2Cc1ccccc1
  -26% | 0
Cc1sc2nc(CN3CCOCC3)nc(N(C)CC(=O)Nc3cccc4ccccc34)c2c1C
  -15% | 17
CCCc1cc(=O)[nH]c(Nc2nc(C)c3ccc(C)cc3n2)n1
  ? | -1
CCOc1ccc(S(=O)(=O)N2CCCC2c2cccc(F)c2)cc1 (stereo unspecified)
  3% | 5
COc1ccc2c(C)c(CC(=O)Nc3cccc(C)c3)c(=O)oc2c1OC
  -29% | 10
O=C(Cn1nc(Cl)nc1Cl)c1ccc(Cl)cc1
  ? | -9
Cn1cc(C(=O)N2CCN(C(=O)Cc3ccccc3)CC2)c2ccccc21
  -54% | -13
Cc1c(-c2ccccc2)oc2c(C(=O)NC(C)c3ccccc3)cccc2c1=O (stereo unspecified)
  3% | 11
CC1(C)Cc2cc(C(=O)NC3CC3)ccc2C1(C)c1ccc(C(=O)NC2CC2)cc1 (stereo unspecified)
  24% | -3
O=[N+]([O-])c1ccc(S(=O)(=O)Nc2ccccc2-n2cccn2)cc1
  20% | 10

The closing 4 compounds of the part before come first, to join the parts:
Below each compound – ALOX12 inh | LDHA inh
Cn1cc(C(=O)N2CCN(C(=O)Cc3ccccc3)CC2)c2ccccc21
  -54% | -13
Cc1c(-c2ccccc2)oc2c(C(=O)NC(C)c3ccccc3)cccc2c1=O (stereo unspecified)
  3% | 11
CC1(C)Cc2cc(C(=O)NC3CC3)ccc2C1(C)c1ccc(C(=O)NC2CC2)cc1 (stereo unspecified)
  24% | -3
O=[N+]([O-])c1ccc(S(=O)(=O)Nc2ccccc2-n2cccn2)cc1
  20% | 10
COc1ccc(NC(=O)c2nc3ccccc3nc2N2CCOCC2)cc1
  26% | -19
Cc1ccc(NC(=O)CSc2nnc(Cc3ccccc3)n2-n2cccc2)c(C)c1
  -31% | 9
Cc1oc2cc(OCCN3CCN(c4ccccc4)CC3)ccc2c(=O)c1-c1ccccc1
  -9% | 4
Cc1cc(F)ccc1NC(=O)CCc1ncc(-c2ccccc2)o1
  3% | 2
COc1ccc(Cc2c(C3CCCCC3)nc3c(C)cc(Br)cn23)c(C)c1
  ? | 4
Cn1c(OCc2cccnc2)nc2c1c(=O)n(Cc1cccc(Cl)c1)c(=O)n2C
  1% | -1
Cc1ccc(C(=O)N2CCN(c3cc(Cl)ccc3C)CC2)s1
  4% | 13
OC(Cc1cccc(Br)c1)c1ncc(-c2cccc(C(F)(F)F)c2)[nH]1 (stereo unspecified)
  ? | -1
COc1ccc(NC(=O)[C@H]2C[C@H](CCSC)N[C@]23C(=O)Nc2ccc(F)cc23)cc1
  ? | 35
CC12CNC3(C#N)CC1CCC32C (stereo unspecified)
  5% | 1
C(=N\NC1=NCCCCC1)/c1cn(-c2ccccc2)nc1-c1cccnc1
  ? | 1
COc1ccccc1OCCn1cc(C(=O)C(F)(F)F)c2cc(Br)ccc21
  -1% | 3
COc1cccc(C(=O)Nc2oc3ccccc3c(=O)c2-c2cccc(OC)c2)c1
  -5% | -10
Cc1ccc(NC(=O)C2CCCc3ccccc32)c(Cl)c1 (stereo unspecified)
  -5% | 4
Cc1ccc(NC(=O)COC(=O)COc2ccc(C3SCCCS3)cc2)c(Cl)c1
  ? | -6

Shown field by field: entries from further up.
> Cc1ccc(C(=O)N2CCN(c3cc(Cl)ccc3C)CC2)s1
  ALOX12 inh = 4%
  LDHA inh = 13

> OC(Cc1cccc(Br)c1)c1ncc(-c2cccc(C(F)(F)F)c2)[nH]1 (stereo unspecified)
  ALOX12 inh = ?
  LDHA inh = -1

Next compounds:
Below each compound – ALOX12 inh | LDHA inh
Cc1cc(C(=O)N2CCN(c3cccc(C(F)(F)F)c3)CC2)cs1
  -4% | 16
CCOC(=O)c1cc(-c2ccccn2)nc2c1c(=O)[nH]c(=O)n2CC(C)C
  ? | -5
COc1cccc(N2C(=O)CCC2(C)C(=O)NC2CCCC2)c1 (stereo unspecified)
  17% | -1
COC(=O)c1cnc(Nc2nc(C(N)Cc3ccc(OC)cc3)cs2)nc1C(F)(F)F (stereo unspecified)
  -1% | -9
C[C@H](c1ccccc1)N1C[C@@H](COCc2ccccc2)Oc2cc(N3CCC[C@H]3CO)ccc2S1(=O)=O
  ? | -8
Cc1ccccc1OCCCOc1ccccc1/C=N/NC(=O)c1cccc(Cl)c1
  12% | 9
COc1ccc(-c2coc3c(C)c(OCCN4CCCCC4)ccc3c2=O)cc1
  -24% | -8
O=C(Nc1ncn(Cc2ccc(Cl)cc2)n1)c1ccn(COc2ccc(F)cc2F)n1
  12% | 0
CCc1ccc(-c2csc(/C(C#N)=C/Nc3cccc(C)c3C)n2)cc1
  ? | -4
CCCS(=O)(=O)NC(=O)C1(C)CCN(C(=O)c2ccccc2OC)C1 (stereo unspecified)
  -8% | -2
COc1ccc(CNC(=O)CCc2ncc(-c3ccc(C)c(C)c3)o2)cc1
  19% | 6
CCOC(=O)NCC(=O)NCc1ccccc1
  -18% | 2
COc1ccc(-c2c(NC(=O)C(C)C)oc3c(C)cccc3c2=O)cc1OC
  ? | 0
CC1=CCC(CO)(CO)C(C)C1 (stereo unspecified)
  33%[activator] | 2
CCCCn1nnnc1C1(C)CCC(=O)N1CCCn1ccnc1 (stereo unspecified)
  -130% | 10
CC(=O)Nc1ccc(NC(=O)CC2C(=O)NCCN2C(=O)CN2CCN(CCO)CC2)cc1 (stereo unspecified)
  -30% | -1
Cc1ccc(NC(=O)CCC(=O)NN=Cc2ccc(C)o2)c(C)c1
  -9% | -5
COc1cccc2cc(-c3ccc(OCC(=O)NCCN4CCOCC4)cc3)c(=O)oc12
  -6% | 5
CCN(CC)CC1CCN(C(=O)c2cc3cccc([N+](=O)[O-])c3[nH]2)CC1
  4% | 2
Cc1ccc(C#CC(CC(=O)c2ccccc2)CC(=O)c2ccccc2)cc1
  -14% | 0
Cc1ccc(CNC(=O)C(CC(C)C)NC(=O)c2ccccc2C)cc1 (stereo unspecified)
  11% | 6
CC(NC(=O)CCC1CCCO1)C1CCCO1 (stereo unspecified)
  -14% | 3
O=C(c1ccccc1-c1ncc(-c2ccc(F)cc2)o1)N1CCCC1
  7% | -11
CCOC(=O)COc1ccc2c(=O)c(Oc3ccccc3OC)c(C)oc2c1
  3% | -2
COc1ccc(C=C2SC(=S)N(CCCC(=O)Nc3ccc(C(=O)O)c(O)c3)C2=O)cc1OC
  ? | 2
CCN1CCC(N(Cc2ccco2)C(=O)Nc2cc(Cl)ccc2C)CC1
  ? | 6
CCNC(=O)c1cc2c(c(-c3cccc(-c4cccc(C(=O)N(C)C)c4)c3)n1)[C@H](CCO)N(S(=O)C(C)(C)C)C2 (stereo partly specified)
  ? | 4
CN(C)C(=O)COC(=O)c1ccc2ccccc2n1
  0% | 5
Cc1ccc(C(=O)CCC(=O)NC2CCc3ccccc32)cc1C (stereo unspecified)
  ? | 0
Cn1c(CNC(=O)CCNC(=O)Cc2ccc(F)cc2)cc(=O)n(C)c1=O
  -19% | 0
CCN(CC)CCN1C(=O)C(=O)/C(=C(/O)c2ccc(OCc3cccc(C)c3)cc2)C1c1ccco1 (stereo unspecified)
  ? | 1
CCOc1ccccc1C(=O)OCc1ccc(C(N)=O)cc1
  ? | 3

Record cards (already shown):
Cc1ccc(C#CC(CC(=O)c2ccccc2)CC(=O)c2ccccc2)cc1 as listed: ALOX12 inh = -14%; LDHA inh = 0
CCN1CCC(N(Cc2ccco2)C(=O)Nc2cc(Cl)ccc2C)CC1 as listed: ALOX12 inh = ?; LDHA inh = 6
